Screens from PubChem.
MPTP block: inhibitors of mitochondrial permeability transition pore. isolated mouse mitochondria, Ca2+ swelling absorbance, 30 min. inhibition, % at 10 µM. 360,000 tested, 1.4% active. AID 602449;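 active = inhibition of 50% or more, scaled per plate between neutral and stimulator controls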;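 note: 0% = DMSO wells given calcium and 100% = 1 mM EGTA wells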
hIAP act: human IAP activation | activation factor at 10 µM | 330,000 tested, 0.16% active | purified human IAP, CDP-Star luminescence, 30 min; hits give high values; 1 = vehicle-only enzyme, 0 = enzyme-free background | P09923 | AID 2524;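 active = activation factor of the enzyme at least 2-fold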; note: the source names both 10 and 20 µM as test concentration; values of inactives mirror those of a sister screen read the other way
Target sequence (P09923 whole entry, looked up): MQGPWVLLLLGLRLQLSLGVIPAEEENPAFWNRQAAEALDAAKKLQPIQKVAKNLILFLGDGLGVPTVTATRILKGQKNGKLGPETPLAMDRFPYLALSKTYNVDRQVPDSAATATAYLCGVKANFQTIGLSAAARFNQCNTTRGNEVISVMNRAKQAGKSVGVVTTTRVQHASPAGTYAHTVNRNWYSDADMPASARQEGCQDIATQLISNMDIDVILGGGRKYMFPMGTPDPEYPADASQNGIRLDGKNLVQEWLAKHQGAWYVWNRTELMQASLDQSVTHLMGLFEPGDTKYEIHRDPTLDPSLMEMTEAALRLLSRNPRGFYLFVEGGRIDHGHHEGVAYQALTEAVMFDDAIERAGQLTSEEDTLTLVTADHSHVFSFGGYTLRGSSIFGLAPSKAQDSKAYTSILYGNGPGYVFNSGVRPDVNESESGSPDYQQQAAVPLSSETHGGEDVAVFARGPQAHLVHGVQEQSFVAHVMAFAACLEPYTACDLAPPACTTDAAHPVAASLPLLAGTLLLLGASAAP
GRIN3A LBD mod: modulators (binders) of human NR3A ligand-binding domain; NR3A LBD differential scanning fluorimetry, Tm shift; 0% = protein alone, 100% = glycine-bound protein; 340,000 tested, 2.5% active; AID 1259313; Tm shift relative to glycine control, % at 25 µM;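 active = melting temperature shift of at least 10% of the positive control shift, at one fixed dose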
A3A deaminase: human APOBEC3A DNA deaminase inhibition; P31941; recombinant A3A, FAM/TAMRA ssDNA deamination fluorescence; inhibition, % at 20 µM; 330,000 tested, 0.41% active; AID 493011;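 active = at least 40% inhibition at 20 µM here, with at most 30% in a related deaminase screen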;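 note: plate controls were A3A with DMSO for no effect and wells lacking A3A enzyme for full effect; some results filed as inactive read as strong as hits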
Target sequence (P31941 whole entry, looked up): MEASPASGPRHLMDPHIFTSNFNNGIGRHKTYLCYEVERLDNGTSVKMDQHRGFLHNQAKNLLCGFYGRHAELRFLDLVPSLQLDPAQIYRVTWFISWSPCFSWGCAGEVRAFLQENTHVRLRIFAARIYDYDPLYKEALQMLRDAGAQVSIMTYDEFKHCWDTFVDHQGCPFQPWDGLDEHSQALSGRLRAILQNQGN
mIAP act: mouse IAP activation. muIAP, CDP-Star luminescence, 30 min; hits give high values; 1 = vehicle-only enzyme signal, 0 = enzyme-free wells. activation factor at 10 µM. 330,000 tested, 0.24% active. AID 2805;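 active = activation factor of at least 2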; note: the source names both 10 and 20 µM as test concentration; values of inactives mirror those of a sister screen read the other way
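System: mouse IAP enzyme. Reagent: CDP-Star chemiluminescent phosphatase substrate. Benchmarks: DMSO wells, no-enzyme wells. Times: 30 min enzyme-substrate-compound incubation at room temperature. Detection: luminescence from enzymatic CDP-Star hydrolysis. Doses: test compounds delivered from DMSO solution.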
MIN6 prolif: inducers of beta-cell replication in MIN6 cells. MIN6 cells proliferation, ATPlite luminescence, 48 h; cells starved in 0.2% serum; 100% = growth in 10% serum. proliferation, % at 10 µM. 330,000 tested, 0.29% active. AID 2380;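 active = compounds whose signal lies at least 3.5 SD above the mean of all wells on their plate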;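 note: 0% = DMSO-treated cells in low-serum medium and 100% = 10% serum control; some compounds called inactive have numbers as strong as hits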
hIAP block: human IAP inhibition; AID 2544; P09923; purified IAP, CDP-Star luminescence, 30 min; 330,000 tested, 0.12% active; inhibition, % at 10 µM;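 active = inhibition reaching a set limit with compound at 10 µM in the primary screen, cut at about 35% in these data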;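 note: plate controls were DMSO wells with enzyme for no effect and no-enzyme buffer wells for full effect; values of inactives mirror those of a sister screen read the other way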
mIAP block: blocks mouse intestinal alkaline phosphatase; 330,000 tested, 0.2% active; inhibition, % at 10 µM; purified mouse IAP, CDP-Star luminescence, 30 min;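 active = inhibition of at least 40% at 10 µM in the primary screen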;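 note: plate controls were DMSO with enzyme for no effect and no enzyme wells for full effect; values of inactives mirror those of a sister screen read the other way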
APOBEC3G inh: APOBEC3G (human) deaminase inhibition; AID 493012; Q9HC16; 330,000 tested, 0.28% active; inhibition, % at 20 µM; recombinant A3G, ssDNA deamination FAM/TAMRA fluorescence;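 active = inhibition of at least 40% at 20 µM, with no more than 30% in the related APOBEC3A deaminase screen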;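 note: plate controls were DMSO wells with A3G for no effect and wells lacking A3G enzyme for full effect; some compounds called inactive have numbers as strong as hits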
Numbers without * were called inactive.

SMILES	MPTP block	hIAP act	GRIN3A LBD mod	A3A deaminase	mIAP act	MIN6 prolif	hIAP block	mIAP block	APOBEC3G inh
O=C(NCC(c1ccco1)N1CCOCC1)c1cccc([N+](=O)[O-])c1 (stereo unspecified)	0.6	1.1	0	-7	1	-1	-8	-4	-6
O=C(Cc1ccccc1)NC1(O)C(=O)c2ccccc2C1=O	3.6	0.83	0	1	0.97	-1	17	3	-5
COc1cccc(/C=C2/Sc3ccc(C(=O)NCCN4CCCC4)cc3NC2=O)c1	55*	0.88	7	-2	0.88	-4	12	12	-7
CC(C)(C)NC[C@@H](O)COc1cccc2c1CCCC2=O	-0.6	1	1	1	0.99	-3	0	1	-4
COc1ccc(CNC(=O)[C@@H]2CC=C[C@@H]3CCN(C4CC4)C(=O)[C@@H]32)cc1	-0.2	0.77	0	-4	0.96	5	23	4	-6
CCN(CC)S(=O)(=O)c1ccc(C(=O)Nc2ccc(C(F)(F)F)n(C)c2=O)cc1	0.2	0.89	3	-1	0.95	-1	11	5	-4
CC1=CC(C)(C)N(C(=O)CSc2nnc(C)s2)c2ccc(C)cc21	0.7	1.2	-2	2	1.1	2	-17	-7	-3
COc1ccc(N=c2oc3cc(O)ccc3cc2C(=O)NCC2CCCO2)cc1 (stereo unspecified)	18	0.86	2	2	0.88	-1	14	12	-1
CCCCOCCCNC1=NCCCCC1	7.3	1	5	-1	1.1	-4	0	-7	-4
CCOC(=O)C(Cc1ccccc1)NC(=O)Cn1nnc(-c2ccccc2)n1 (stereo unspecified)	1.4	0.7	0	0	0.9	-5	30	10	-3
O=C(NCCC1=CCCCC1)C1CCCN(S(=O)(=O)c2cccc3cccnc23)C1 (stereo unspecified)	-1.4	0.9	-2	6	0.86	-3	10	14	-4
O=C(NCCN1CCOCC1)c1ccccc1Cl	-0.4	1.1	-1	6	0.99	-2	-5	1	-3
C/C(=N/NC(=O)c1ccncc1)C1=C(O)CC(C)(C)CC1=O	-0.7	1.1	1	-3	1	-1	-12	-4	2
O=C1OCC(CO)(CO)N=C1NNc1ccc(Cl)c(Cl)c1	-1.2	0.88	-32	-3	0.99	-4	12	1	-2
Cc1ccccc1NC(=O)COC(=O)CCc1c[nH]c2ccccc12	-0.5	0.95	2	-6	1.1	2	5	-5	-9
Cc1cccc(NC(=O)Cn2cc(C(=O)c3ccco3)c3ccccc32)c1	34	0.94	0	3	1.2	-5	6	-20	1
O=C(Nc1cccc([N+](=O)[O-])c1)c1ccc(CSc2ccccc2)cc1	78*	0.96	31*	-3	0.86	-2	4	14	-4
COc1ccc(NC(=O)CSc2ccc(-c3cccs3)nn2)c(OC)c1	-1.1	0.95	3	3	1	-1	4	-1	0
Cc1ccc(OCC(=O)N/N=C\c2ccc(O)cc2)c([N+](=O)[O-])c1	3.5	1	-1	4	1	-3	-4	0	-1
O=C(Cc1ccc(F)cc1)Nc1ccc(S(=O)(=O)N2CCCC2)cc1	-1.0	0.97	-3	17	0.96	-5	2	4	-5
Cc1cc(N2CCN(C)CC2)n2cc(-c3ccc(F)cc3)nc2n1	1.5	0.99	-1	1	1	0	1	-4	-3
COc1cc(/C=C/C(=O)N2CCCN(C(=O)/C=C/c3cc(OC)c(OC)c(OC)c3)CC2)cc(OC)c1OC	-0.2	0.91	-1	1	1	3	9	-1	1
COc1ccc(Cl)cc1NC(=O)CN(C)C(=O)CN1C(=O)NC(C)(C)C1=O	-0.1	0.99	1	1	1.1	-4	1	-6	-3
CCCCn1nnc(NC(=O)c2sc3cc(Cl)ccc3c2Cl)n1	-1.6	1.2	-4	1	1	-3	-18	-4	2
C/C(=N\Nc1ncc(Cl)cc1Cl)c1ccc(C#N)cc1	-0.4	1.2	0	1	1	-1	-20	-3	2
CCN(CC)S(=O)(=O)c1cc(C(=O)c2nccn2C)ccc1Cl	-1.0	0.97	0	1	1	-1	3	-3	-16
Cc1c(C)c2ccc(OCC(=O)NCCCN3CCCC3=O)cc2oc1=O	-1.6	1.1	2	-1	1	0	-12	-2	-3
COc1ccc(Cn2nnnc2C(c2cc3cc(C)ccc3[nH]c2=O)N2CCN(C)CC2)cc1 (stereo unspecified)	-3.7	0.98	-1	-6	0.73	-2	2	26	-8
O=C(c1cc2c([nH]c1=O)CCCC2)N1CCc2c([nH]c3ccccc23)C1c1ccccc1F (stereo unspecified)	-0.1	1.2	-1	-1	1.2	-1	-18	-21	-6
CCc1cccc(C)c1NC(=O)CCN1C(=O)NC(C)(C)C1=O	-1.7	1.1	2	7	1.1	-1	-14	-6	-11
COCCNC(=O)C(c1cccnc1)N(Cc1ccc(C)cc1)C(=O)Cn1nnc2ccccc21 (stereo unspecified)	-1.2	1.2	0	0	0.96	-1	-20	4	-6
O=C(N/N=C/c1ccc(OC(F)F)cc1OC(F)F)NC1CCCCC1	2.8	0.9	-28	2	0.96	-4	10	4	-5
COc1ccc(OC)c(NC(=O)CN2C(=O)C(=O)N(Cc3ccccc3)C2=O)c1	-0.3	0.94	0	1	0.92	3	6	8	1
Cc1cc(C)cc(NC(=O)CN2C(=O)COc3ccc(S(=O)(=O)N4CCCC4)cc32)c1	-1.8	0.94	0	0	1.1	-4	6	-5	-2
CCOc1ccc(NC(=O)CSc2nnc(C)n2CC)cc1	0.7	1.1	-1	-3	1.1	-1	-6	-5	-7
CCC(C)C(=O)Nc1ccc(S(=O)(=O)N2CCCC2)cc1 (stereo unspecified)	0.8	0.96	1	-3	1	-3	4	-3	-8
OC1(c2cccs2)CN(c2ccc(Cl)cc2)C2=[N+]1CCCC2 (stereo unspecified)	0.6	1.2	-2	-1	1.2	1	-21	-18	2
CC(C)c1ccc(/C=N/N2CCN(c3ccccn3)CC2)cc1	2.1	1	-1	-4	0.94	-1	0	6	-4
O=C(NC(=S)Nc1ccccc1Br)C1CCCC1	-1.3	0.71	-1	-2	0.97	-7	29	3	-7
CN(C)c1ccc(N2C(=O)CC(c3ccccc3)CC2=O)cc1	1.9	0.91	2	0	1	-2	9	-3	-2

Rewritten with values under each structure: part of the list above
Fields: MPTP block | hIAP act | GRIN3A LBD mod | A3A deaminase | mIAP act | MIN6 prolif | hIAP block | mIAP block | APOBEC3G inh
CC(C)c1ccc(/C=N/N2CCN(c3ccccn3)CC2)cc1
→ 2.1 | 1 | -1 | -4 | 0.94 | -1 | 0 | 6 | -4
COCCNC(=O)C(c1cccnc1)N(Cc1ccc(C)cc1)C(=O)Cn1nnc2ccccc21 (stereo unspecified)
→ -1.2 | 1.2 | 0 | 0 | 0.96 | -1 | -20 | 4 | -6
CCOc1ccc(NC(=O)CSc2nnc(C)n2CC)cc1
→ 0.7 | 1.1 | -1 | -3 | 1.1 | -1 | -6 | -5 | -7

Additional structures:
SMILES	MPTP block	hIAP act	GRIN3A LBD mod	A3A deaminase	mIAP act	MIN6 prolif	hIAP block	mIAP block	APOBEC3G inh
Cc1cc(C)c2c(c1)-c1c(ssc1=S)C(C)(C)N2C(=O)CSc1nncn1C	-1.1	1.3	-13	0	0.93	-1	-32	7	-1
O=C(CSc1ccc(Cl)cc1)Nc1ccc(NC(=O)c2ccco2)cc1	-0.5	0.95	21*	1	0.96	0	5	4	-2
Cc1ccc(NC(=O)C(=O)NCCN2CCN(Cc3ccc([N+](=O)[O-])cc3)CC2)cc1	47	0.98	-1	-4	0.99	-1	2	1	-8
COc1ccc(C(=O)Nn2c(C)nc3ccccc3c2=O)c(OC)c1	0.0	0.96	0	-1	0.93	1	4	8	-7
COc1ccc(OC)c(S(=O)(=O)Nc2ccc(C(C)=O)cc2)c1	0.4	0.86	11*	0	0.98	2	14	2	-4
COC(=O)Cc1c(C)c2ccc(OCC(=O)N3CCOCC3)cc2oc1=O	-1.9	0.95	0	-1	1.1	0	5	-7	-4
Cc1ccc(OCC(=O)NC(C)c2ccccc2)cc1 (stereo unspecified)	0.3	0.85	-1	-4	1	1	15	-1	-8
CC(C)c1ccccc1N1CC(C(=O)O)CC1=O (stereo unspecified)	3.0	0.9	0	-6	1	0	10	0	-9
O=C(NCCN1CCN(c2ccccc2F)CC1)c1cccn2c(=O)c3ccccc3nc12	3.3	0.92	-8	0	0.9	0	8	10	0
Cc1cc(C)c(S(=O)(=O)N2CCOC2CNC(=O)C(=O)NCCN2CCOCC2)c(C)c1 (stereo unspecified)	1.2	0.91	-1	-2	1	0	9	-3	-7
Fc1ccc(Cn2c(SCc3ccc(F)c(C(F)(F)F)c3)nnc2C(F)(F)F)cc1	-2.7	0.92	-10	7	0.95	-6	8	5	5
O=C(NC(=S)NCC1CCCO1)c1ccc(Br)o1 (stereo unspecified)	0.6	1.2	0	-5	0.94	-1	-15	6	-9
COCCNC(=S)Nc1ccc(N2CCOCC2)c(S(=O)(=O)Nc2ccccc2OC)c1	-1.5	1	-8	2	0.97	-5	-5	3	35
Cc1ccc(-c2c[n+](Cc3cccc(Cl)c3)c3n2CCC3)cc1	6.9	1.1	2	-1	1.1	-4	-14	-9	4
C/C(CC(=O)Nc1cccc(C(F)(F)F)c1)=N\NC(=O)C(=O)NCC(C)C	-0.9	1.1	-1	-2	0.82	-5	-6	18	39
COc1ccc(OCC(=O)OCC(=O)NCc2ccco2)cc1	-1.9	1.1	2	0	1.1	-3	-14	-13	-6
COc1ccc(CNC(=O)c2cc(-c3ccco3)on2)cc1	-0.2	0.88	0	-4	0.94	-2	12	6	-9
COc1ccc(CCNC(=O)COC(=O)C2CC2C)cc1 (stereo unspecified)	0.1	1	0	12	0.93	-2	-1	7	-5
Cc1cc(N2CCN(c3nc(-c4ccc([N+](=O)[O-])cc4)cs3)CC2)c2ccccc2n1	3.9	0.83	-3	-2	0.84	-7	17	16	-7
CC(OC(=O)C1=COCCO1)C(=O)Nc1ccccc1C#N (stereo unspecified)	0.9	1.1	-2	4	1	-4	-5	-2	-4
Cc1ccc(S(=O)(=O)N2CCOCC2)cc1C(=O)Nc1ccc2c(c1)CCC2	-0.4	0.93	0	4	0.96	1	7	3	-2
Cc1ccn(CCNC(=O)C2CCC(=O)N(Cc3ccc(Cl)cc3)C2)n1 (stereo unspecified)	0.4	1.3	8	-4	1.1	-3	-34	-8	-7
COCc1c(C(=O)N2CCN(Cc3c(F)cccc3Cl)CC2)oc2ccccc12	0.7	1.1	-1	-2	1	1	-5	-4	-13
CCCC(C(=O)NCC1CCCO1)N(C(=O)CNS(=O)(=O)c1ccccc1)c1ccc(F)cc1 (stereo unspecified)	-2.5	0.98	0	0	1.1	-2	2	-8	-3
O=C(CN1CCOCC1)Nc1ncc(Br)cc1Br	-0.9	1.2	0	2	1	2	-16	-2	-2
Cc1cccc(NC(=S)N(CCCN2CCOCC2)Cc2ccccn2)c1	-0.4	0.9	-4	0	1	0	10	-1	-9
COc1ccc(C(=O)n2nc(-c3ccc(C)cc3)nc2N)cc1OC	-0.4	0.95	3	3	0.95	-1	5	5	0
O=C(c1ccc(F)cc1)N1CCCC(c2nc(-c3cccs3)no2)C1 (stereo unspecified)	-1.8	1	1	1	0.95	-1	-2	5	8
CCN(CC)CCN1C(=O)C(=O)/C(=C(/O)c2ccc(S(=O)(=O)N3CCOCC3)cc2)C1c1ccc(C(C)C)cc1 (stereo unspecified)	-0.2	0.86	-6	0	0.92	-1	14	8	-11
CCOc1ncccc1C(=O)OCC(=O)Nc1cccc(S(=O)(=O)N2CCCCCC2)c1	0.5	0.98	-9	-2	1.1	-1	2	-10	-8
CCOC(=O)C1CCN(S(=O)(=O)c2ccc3c(c2)CC(C)N3C(=O)C2CC2)CC1 (stereo unspecified)	0.9	1.2	-1	4	1.1	-1	-16	-8	15
